K1F lysis inhibition: protection from phage-mediated lysis, alamar blue read-out – E. coli UTI89, K1F phage, bacterial capsule biogenesis inhibitors (AID 488966) | E. coli UTI89 K1F phage lysis, alamar blue, 2 h; higher % means a stronger effect | one-dose inhibition, % at 100 µM; IC50 in µM for titrated hits | 340,000 tested, 0.02% active;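 active means phage lysis inhibition, versus mean bacterial control, above a set limit; inconclusive means no clear call, values can overlap the other calls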;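 further: capsule biogenesis inhibitors block K1F phage lysis so surviving cells raise fluorescence; higher fluorescence means more inhibition of phage lysis; actives were called in the ten point dose series up to 300 µM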
CSM14.1 death rescue: protection against thapsigargin-triggered cell killing – 384-well, CSM14.1, ATP luminescence, primary screen (AID 1222) | CSM14.1 thapsigargin-induced death rescue, ATP luminescence; higher % means a stronger effect | cellular ATP content (survival), % at 20 µM; hits with a dose series show EC50 in µM | 190,000 tested, under 10 active;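 active means EC50 below 50 µM in the dose-response confirmation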;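 further: death triggered by thapsigargin at about 15 µM added after 2 h compound pretreatment; cell ATP read after overnight thapsigargin exposure of roughly 18 to 22 hours; normalized against plate controls of thapsigargin alone and 5% DMSO vehicle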
Ins promoter up: MIN6 insulin promoter up-regulation | MIN6 insulin promoter-GFP reporter, high-content imaging; stronger effect = higher value | z-score at 5 µM | 190,000 tested, 0.3% active;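 active means z-score above 3 at 5 µM with at least 500 cells counted in the well; inconclusive means wells under 500 cells, flagged as cytotoxic or low count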
Dynein cargo inh: dynein cargo transport inhibition. 220,000 tested, 0.47% active. z-score, hits read low. 3617.4 mouse cells, GR-EGFP nuclear translocation imaging; test concentration mostly 20 µM; stimulated with dexamethasone, 1 µM; stronger effect = lower value;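 active means plate z-score of nuclear minus cytoplasmic receptor signal below a set negative limit, without overly bright fluorescence or cell loss, cut at about -3.5 in these data, passing the limit was not always enough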;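 further: z-score of nuclear minus cytoplasmic ring GR-EGFP intensity difference per well; some compounds called inactive have numbers as strong as hits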
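medium = tetracycline-free induction medium containing charcoal-stripped FBS | probe or stimulus = dexamethasone, 1.0 µM final | timing = 48 h induction, then 1 h compound, then 30 min agonist, 37 °C | detection = automated 10x imaging of fixed Hoechst-stained cells | read-out basis = nuclear versus cytoplasmic GR-EGFP signal, averaged per well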
M17LAP inhibition: P. falciparum M17LAP inhibitors, primary screen, biochemical, fluorogenic H-Leu-NHMec substrate, 1536-well (AID 1619) | 220,000 tested, 0.38% active | recombinant M17LAP, H-Leu-NHMec fluorogenic kinetic assay; higher % means a stronger effect | inhibition, % at 30 µM; hits with a dose series show IC50 in µM;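 active means compound inhibiting the enzyme by more than half at any dose during confirmatory dose-response retesting; inconclusive means strong single-dose inhibitors picked by rank but not retested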;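 further: plate controls were full reaction with DMSO carrier for no effect and no enzyme background for full effect; strong numbers were not always called active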
M1AAP inhibition: malaria alanyl aminopeptidase activity blockers – biochemical, fluorogenic H-Leu-NHMec substrate, 1536-well (AID 1445); recombinant M1AAP, H-Leu-NHMec fluorogenic kinetic assay; higher % means a stronger effect; inhibition, % at 30 µM, or IC50 in µM where a hit was titrated; 220,000 tested, 0.42% active;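 active means primary inhibition above the hit cutoff, then over 50% inhibition at one or more dose response concentrations, cut at about 23% in these data, passing the limit was not always enough; inconclusive means conflicting primary data, or primary hits not chosen for dose response; inactive means low primary inhibition, or under 50% at every dose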;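 further: plate controls were DMSO full reaction for no effect and no enzyme background for full effect; strong numbers were not always called active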
b-catenin transl: beta-catenin nuclear translocation modulation; 190,000 tested, 0.3% active; HeLa beta-catenin nuclear translocation, immunofluorescence imaging; AID 1665; nuclear translocation activity, % at 5 µM;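 active means nuclear translocation activity above 50% at 5 µM, with a well cell count of 50 or more; inconclusive means wells under 50 cells across six images, flagged as toxic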;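 further: per-cell ratio of nuclear to cytoplasmic median beta-catenin stain intensity; plate controls were DMSO negative control for no effect and GSK-3 inhibitor IX positive control for full effect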
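Test system: HeLa cells, endogenous beta-catenin; Compound: single 5 µM dose plus 0.02–20 µM confirmation series; Times: compound exposure 24 h at 37°C; Signal: fluorescence imaging of beta-catenin antibody stain plus DAPI; Read-out: % activation, nuclear-to-cytoplasmic median beta-catenin signal ratio per cell.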
MT stabilizer: microtubule stabilization, imaging screen. HeLa tubulin immunostaining HCS, 24 h; share of cells brighter than vehicle mean+2SD. % tubulin-high responders, % at 10 µM. 200,000 tested, 0.83% active. AID 2205;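 active means plate Z-score above 3 for both tubulin-high and condensed-nucleus cell shares, with cell loss under 80%, at 10 µM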;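 further: anti alpha tubulin signal scored within the nucleus-defined area of each cell; some results filed as inactive read as strong as hits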
Autophagy HCS: autophagy modulation, high-content screen; MEF GFP-LC3 puncta imaging; test concentration mostly 10 µM; calls only at 10 µM (by protocol); 190,000 tested, 0.98% active; AID 463193;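 active means percentage of spot-positive cells more than 3 SD above its plate mean, without a fluorescence outlier flag or 80% toxicity; inconclusive means no clear call, values can overlap the other calls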;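 further: spot-positive cell cutoff set from DMSO-treated cells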
Dynein cargo inh cytoplasmic EGFP: also measured in Dynein cargo inh; calls as there; z-score; measured here: cytoplasmic GR-EGFP intensity; stronger effect = higher value
Dynein cargo inh nuclear GR-EGFP: recorded beside Dynein cargo inh, whose call it bears; z-score; measured here: nuclear GR-EGFP intensity;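 lower value marks the stronger effect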
Dynein cargo inh cell count: recorded beside Dynein cargo inh, whose call it bears; z-score; measured here: cell count per field
Ins promoter up cell count: recorded beside Ins promoter up, whose call it bears; cell count; measured here: cytotoxicity, nuclei count;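 total cells summed across four imaged fields per well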
b-catenin transl cell count 5 µM: further read-out of b-catenin transl, marked with its call; cell count; measured here: cell count, cytotoxicity flag
MT stabilizer Hoechst-high %: further read-out of MT stabilizer, marked with its call; % Hoechst-high responders; measured here: nuclear condensation Hoechst responders;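 share of cells brighter than vehicle mean plus two SD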
MT stabilizer cytotoxicity %: recorded beside MT stabilizer, whose call it bears; toxicity, %; measured here: cytotoxicity by cell density;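 0% = mean cell density of plate MIN control wells and 100% = no cells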
Autophagy HCS cell loss 18 h: second read-out of Autophagy HCS, no call of its own (marks repeat the call); toxicity, %; measured here: cell loss, nuclei count;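 cell loss after 18 h compound exposure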
The depositor's hits bear a star; i = inactive; ? = inconclusive; · = no result given; [ ] = dose if it differs, or a comment.

Molecule	K1F lysis inhibition	CSM14.1 death rescue	Ins promoter up	Ins promoter up cell count	Dynein cargo inh	Dynein cargo inh cytoplasmic EGFP	Dynein cargo inh nuclear GR-EGFP	Dynein cargo inh cell count	M17LAP inhibition	M1AAP inhibition	b-catenin transl	b-catenin transl cell count 5 µM	MT stabilizer	MT stabilizer Hoechst-high %	MT stabilizer cytotoxicity %	Autophagy HCS	Autophagy HCS cell loss 18 h
COc1ccc(CCNC(=O)CSc2nnc(C(C)N(C)C)n2Cc2ccccc2)cc1OC (stereo unspecified)	0.2%	2.7%	-0.92	1327	0.16	-0.33	-0.092	-0.13	-1%	4%	-1.1	1114	1.6	2.4	13	i	-6
O=C(CN1CCCC(O)C1)N1c2ccccc2Sc2ccc(C(F)(F)F)cc21 (stereo unspecified)	0.1%	1.3%	0.35	1285	3.1	0.04	2.3	-1.5	4%	4%	1.9	1448	4.9	2.7	5.9	i	10
CCC(CO)NS(=O)(=O)c1cc(-c2nn(C)c(=O)c3ccccc23)ccc1C (stereo unspecified)	0.3%	0.1%	-1.6	1517	-0.51	-0.22	-0.25	1.1	11%	4%	1.6	1032	3.7	1.9	5.2	i	2
Cc1cc(C)nc(SCCn2c(N3CC(C)OC(C)C3)nc3c2c(=O)n(C)c(=O)n3C)n1 (stereo unspecified)	0.9%	·	0.61	1344	1.1	-0.26	0.47	0.17	2%	-1%	-0.7	1172	2.3	1.5	6.1	i	14
CCN(CC)S(=O)(=O)c1cc(NC(=O)COC(=O)Cn2cnc3ccccc32)ccc1C	2.1%[50 µM]	-3.9%	0.4	1349	-0.31	-0.32	-0.55	1	18%	7%	-0.8	549	2.7	2.0	7.9	i	-2
CCN(CC(=O)Nc1cccc(OC)c1)C(=O)C1CCN(C(=O)Nc2ccccc2)CC1	1.5%	-1.6%	-0.96	900	-0.72	-0.19	-0.18	0.83	-4%	0%	0.0	1099	2.2	2.1	8.0	i	-2
O=C(COC(=O)/C=C/c1ccco1)Nc1ccc(F)cc1Cl	2.9%	-0.4%	-0.04	1240	0.62	0.26	0.57	-0.36	-8%	4%	1.2	1077	5.3	3.4	6.7	i	-6
COc1cccc(NC(=S)N(CCc2c(C)[nH]c3ccc(C)cc23)Cc2cccs2)c1	0.3%	-2.3%	0.01	1130	2	0.056	2.2	-2.1	0%	5%	-4.7	597	2.4	4.9	14	i	-15
Cn1c(SCC(=O)N/N=C/c2cc([N+](=O)[O-])ccc2O)nnc1-c1ccccc1	-0.3%	·	·	·	0.28	0.059	0.61	-1.4	6%	12%	-0.6	1315	·	·	·	·	·
COCCCNc1oc(COc2ccc(Cl)cc2Cl)nc1C#N	0.2%	1.9%	0.67	1002	-0.7	-0.29	-0.2	0.29	12%	-4%	-0.6	1151	5.1	3.5	6.9	i	5
Cc1cccc(OCCNC(=O)c2cncc(Br)c2)c1	0.1%	-2.1%	-0.22	1224	0.088	-0.23	0.093	0.24	5%	2%	1.4	1102	2.2	1.7	1.5	i	-1
CC(=O)Nc1nc(N2C(=O)c3ccccc3C2=O)n(-c2ccccc2)n1	-3.1%	-1.4%	0.48	1154	-0.64	-0.028	-0.021	1.3	11%	16%	·	·	2.5	2.1	9.5	i	2
O=C(COc1ccc(S(=O)(=O)NC2CCCCC2)cc1)NCC1CCCO1 (stereo unspecified)	1.0%	-0.5%	-0.77	1270	-0.57	-0.24	-0.038	0.44	13%	1%	0.2	1070	4.6	2.9	7.4	i	-14
O=S1(=O)c2ccccc2N=NN1Cc1ccc(Cl)cc1	2.7%	3.2%	0.39	826	-0.32	-0.067	0.13	0.3	-6%	9%	0.2	853	1.7	1.4	3.4	i	-2
Cc1cc2ncn(C(=O)c3cc(-c4ccccc4)nc4ccccc34)c2cc1C	1.4%[50 µM]	-1.7%	-0.66	2189	0.83	-0.28	0.15	-0.92	15%	2%	0.0	913	2.1	1.6	3.3	i	-2
O=C(C1CCCN(S(=O)(=O)c2cnc[nH]2)C1)N1CCN(Cc2ccccc2)CC1 (stereo unspecified)	2.8%	-1.7%	-0.09	982	-1	-0.16	-0.4	0.5	-2%	16%	·	·	6.3	3.8	3.6	i	1
CCOC(=O)c1ccc(NC(=S)N(CCCN2CCCCCC2)Cc2ccco2)cc1	0.4%	3.5%	-0.25	1370	-0.44	-0.27	-0.49	0.065	-5%	-1%	-3.4	534	3.8	3.3	6.6	i	9
Cc1onc(-c2ccccc2Cl)c1C(=O)Nc1ccc(-n2nncc2C(C)(C)C)cc1	-0.8%	-0.9%	-0.06	2047	0.11	-0.33	-0.15	0.29	7%	1%	-1.2	1039	4.5	3.2	6.5	i	11
COc1ccccc1OC1=NS(=O)(=O)c2ccccc21	0.5%	-0.5%	-0.14	1301	0.051	-0.36	0.37	0.14	-9%	0%	-6.8	1011	4.8	2.7	5.2	i	11
Cc1ccc(C)n1NC(=O)c1ccccc1	0.3%	-1.0%	-0.22	1599	-0.61	-0.16	-0.97	-0.91	-4%	7%	-1.6	1339	3.1	2.4	5.3	i	-3
Cc1cc(Cl)c(S(=O)(=O)NC2CCCC2)cc1OCC(=O)NC1CCCCC1	-0.1%	0.2%	-0.27	917	-0.78	-0.29	-0.19	0.89	-3%	0%	·	·	2.1	1.5	9.4	i	-3
CCOC(=O)C1(Cc2ccc(Cl)cc2)CCN(C(=O)c2ccoc2)CC1	0.2%	4.9%	-0.94	1431	-0.99	-0.31	-0.68	0.68	-1%	0%	-0.4	883	3.1	2.8	3.3	i	16
Cc1sc2ncnc(SCC(=O)N3CCCC3)c2c1C	0.2%	2.4%	0.47	1850	2.1	-0.22	1.9	-0.78	-4%	13%	0.6	1070	1.2	0.5	13	i	-3
CC(=O)NCCOC(=O)Nc1ccncc1	6.9%	12%	·	·	0.71	-0.18	0.85	-0.91	-7%	13%	-7.3	1107	1.8	1.1	5.6	i	-5
O=C(NNC(=O)C1CC=CCC1C(=O)O)c1ccc(Cl)cc1 (stereo unspecified)	-0.4%	-0.6%	0.45	1115	-0.88	0.23	-0.35	0.72	7%	-2%	0.2	1073	2.0	2.1	7.8	i	3
C=C(C)C1CC=C(C)/C(=N\NC(=O)CCc2ccccc2)C1 (stereo unspecified)	-1.7%	-0.7%	0.22	1212	-0.49	-0.26	-0.47	0.93	6%	4%	2.2	496	4.3	3.1	8.5	i	-15
Cc1onc(-c2ccccc2Cl)c1C(=O)Nc1nc2ccc(S(C)(=O)=O)cc2s1	-0.9%	-2.7%	0.11	1292	-0.017	-0.25	0.0066	0.4	-9%	11%	-4.2	563	5.2	2.8	12	i	6
CC(C)CC1(C(=O)NCCc2c[nH]c3ccccc23)C=CCN1C(=O)c1ccccc1 (stereo unspecified)	-0.4%	-2.2%	-0.62	660	-1.2	-0.21	-0.15	0.78	-5%	8%	-2.4	562	2.7	3.3	6.5	i	20
O=[N+]([O-])c1cccc(NC(=S)N2CCOCC2)c1	-0.3%	-1.6%	0.25	1540	-0.18	-0.27	-0.094	0.65	-8%	-3%	-6.1	1136	1.2	0.8	4.2	i	7
CC(C)(C)NC(=O)C1N(c2cccnc2)C(=O)C2C(C(=O)Nc3ccccc3F)C3(C)C=CC21O3 (stereo unspecified)	0.5%	1.5%	0.53	1185	-0.8	-0.19	-0.19	0.44	-2%	-4%	1.4	918	4.2	1.8	5.3	i	14
Cc1cc(C)cc(N=Cc2c(O)c3ccccc3oc2=O)c1	0.7%	-2.4%	-0.31	1329	-0.51	-0.31	-0.27	0.8	9%	5%	-2.3	1131	1.8	2.4	2.2	i	-2
CCn1c(=O)n(CC)c2cc(N)ccc21	0.1%	0.2%	-0.69	1622	-0.85	-0.29	-0.19	1.1	24%	8%	1.3	984	2.2	1.9	7.9	i	28
CCOC(=O)C(CC)/C(C)=N\NC(=O)CCC(=O)Nc1ccc(Cl)cc1Cl (stereo unspecified)	0.2%	-0.9%	-0.42	1250	0.43	-0.21	-0.15	0.56	15%	6%	-0.1	1061	3.9	2.3	12	i	-16
O=[N+]([O-])c1cc(/C=N\Nc2nccs2)ccc1O	·	-2.6%	-0.29	939	2.6	-0.15	1.1	0.47	-21%	10%	4.7	1234	1.4	1.1	6.1	i	-4
O=C(NCc1cccnc1)c1cccc2c1C(=O)N(Cc1cccnc1)C2	0.0%	-0.4%	-1.8	821	-0.32	-0.06	-0.27	-0.016	10%	2%	·	·	1.5	2.2	9.4	i	3
Cc1cc(=O)n2[nH]c(=O)c(N=Nc3ccccc3)c2[nH]1	0.1%	3.0%	·	·	-0.47	-0.19	-0.35	0.027	41%	?	·	·	3.2	2.1	4.3	i	-31

Bioassay records from PubChem BioAssay.
